# pCIP destab – compounds decreasing mouse p/CIP protein stability. decrease of EGFP signal, % at 10 µM. F442A p/CIP-EGFP cells, EGFP fluorescence, 16 h. actives 0.01% (n = 290,000). AID 1984. Q05BA5;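 active means EGFP signal decrease of at least 30% at 10 µM or well 3 SD below plate mean, unless failing retest; inactive means the rest, including hits failing retest or dose response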; further: some compounds called inactive have numbers as strong as hits; many of its hits are not listed in these tables
# IDE cell inh – cellular human IDE inhibition. P14735. HEK cells, FAbetaB cleavage, fluorescence polarization. inhibition, % at 5.59 µM. actives 0.41% (n = 320,000). AID 434962;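 active means percent inhibition above the average of all tested compounds plus 3 SD, set per screening campaign, cut at about 16% in these data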;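 further: IDE supplied by intact live HEK cells; FP after avidin binding of uncleaved biotin substrate so inhibition keeps polarization high; 0% = DMSO wells and 100% = 60 µM reference IDE inhibitor Ii1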
# PfM18AAP inh – blocks P. falciparum M18 aspartyl aminopeptidase; inhibition, % at 7.35 µM; AID 1822; actives 1.2% (n = 290,000); recombinant PfM18AAP, H-Glu-NHMec fluorogenic cleavage;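 active means inhibition above the campaign mean inhibition over all tested compounds plus 3 SD, cut at about 28% in these data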;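 further: 0% = plate median of test compound wells and 100% = 2 mM ZnCl2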
# PHOSPHO1 inh – blocks human PHOSPHO1 phosphatase activity | Q8TCT1 | recombinant PHOSPHO1, absorbance phosphatase assay | inhibition, % at 13.3 µM | actives 1.1% (n = 290,000) | AID 1565; in the data active means inhibition above about 60%
# Target sequence (Q8TCT1 whole entry, looked up): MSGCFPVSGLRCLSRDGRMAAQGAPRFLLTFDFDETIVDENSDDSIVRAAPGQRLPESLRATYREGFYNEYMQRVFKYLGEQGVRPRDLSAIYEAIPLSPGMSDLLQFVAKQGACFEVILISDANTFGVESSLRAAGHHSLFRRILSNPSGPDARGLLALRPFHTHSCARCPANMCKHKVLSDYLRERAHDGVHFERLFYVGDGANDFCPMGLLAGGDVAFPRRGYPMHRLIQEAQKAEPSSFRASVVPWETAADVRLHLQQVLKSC
# GPR7 antag – antagonists of human GPR7 (neuropeptides B/W receptor 1) | actives 1.1% (n = 290,000) | inhibition, % at 4.4 µM | GPR7-expressing cells, fluorescence antagonist assay | P48145 | AID 1861; in the data active means inhibition above about 16%, passing the limit was not always enough;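 further: cells stimulated with the agonist NPW; 0% = agonist with vehicle and 100% = vehicle without agonist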
# Target sequence (P48145 whole entry, looked up): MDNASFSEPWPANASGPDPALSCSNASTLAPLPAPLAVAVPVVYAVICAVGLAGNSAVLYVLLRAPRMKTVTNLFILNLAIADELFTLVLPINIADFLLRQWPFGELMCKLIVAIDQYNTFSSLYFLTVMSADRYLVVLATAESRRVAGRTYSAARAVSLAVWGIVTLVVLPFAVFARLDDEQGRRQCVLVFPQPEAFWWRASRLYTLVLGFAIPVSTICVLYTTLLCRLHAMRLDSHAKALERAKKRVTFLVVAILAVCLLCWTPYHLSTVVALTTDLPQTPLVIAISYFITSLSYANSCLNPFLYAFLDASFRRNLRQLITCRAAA
# IDE cell activ – IDE (human) activation, cell-based. P14735. HEK cells, FAbeta-B cleavage, fluorescence polarization; 0% vehicle, 100% cell-free pure enzyme wells. activation, % at 5.96 µM. actives 0.073% (n = 340,000);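 active means activation above the mean of all tested compounds plus 3 SD, set per screening campaign, cut at about 17% in these data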
# IMP-1 inh – blocks Pseudomonas aeruginosa IMP-1 metallo-beta-lactamase. purified IMP-1, nitrocefin hydrolysis, epi-absorbance fluorescence. inhibition, % at 5.6 µM. actives 0.45% (n = 290,000). AID 1556;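 active means inhibition above the mean plus 3 SD of all compounds in the same screening run, cut at about 4.5% in these data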;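 further: 0% = IMP-1 with DMSO and 100% = DMSO wells lacking enzyme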
#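 Test system: recombinant IMP-1 enzyme, purified / Medium: HEPES buffer pH 7.1 with ZnSO4 and Brij 35 / Doses: single dose, 5.6 µM / Times: 25 °C, 15 min preincubation, 25 min reaction / Detection: Epi-absorbance via hydrolysed-nitrocefin quenching of white-plate fluorescence, 480/530 nm, EDTA stop / Evaluation: percent inhibition from optical density relative to buffer-blank wells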
# VIM-2 inh – inhibitors of Pseudomonas aeruginosa VIM-2 metallo-beta-lactamase. purified VIM-2, nitrocefin hydrolysis, epi-absorbance fluorescence. inhibition, % at 5.6 µM. actives 0.89% (n = 290,000). AID 1527;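 active means inhibition above the mean of all tested compounds plus 3 SD, cutoff set per screening run, cut at about 7.5% in these data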;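 further: red hydrolysis product quenches plate fluorescence so inhibitors raise well fluorescence; 0% = enzyme with DMSO and 100% = DMSO without enzyme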
# NALP1 inh – NALP1 inhibition; inhibition, % at 10 µM; S. cerevisiae NALP1/ASC/caspase-1 growth, X-gal OD620, 72 h; AID 2071; actives 0.61% (n = 280,000); in the data active means inhibition mostly above about 24%, no sharp cut-off; inactive means mostly below about 32%; further: some compounds called inactive have numbers as strong as hits
# * hit, by the source's call; x = not tested or not shown. An unsorted share of the library. About 5.3% of those tested had a hit in this group.
SMILES,pCIP destab,IDE cell inh,PfM18AAP inh,PHOSPHO1 inh,GPR7 antag,IDE cell activ,IMP-1 inh,VIM-2 inh,NALP1 inh
CCOC(=O)C1CCN(C(c2cc3ccc(C)c(C)c3[nH]c2=O)c2nnnn2C2CCCCC2)CC1 (stereo unspecified),-4,6,2,86*,-4,1,0.8,0.9,15
CC(SCc1cn2cc(Cl)ccc2n1)C(=O)O (stereo unspecified),1,4,3,17,-16,0,-1.1,-1.4,-2
Cc1c(NC(=O)c2noc(C(C)C)c2[N+](=O)[O-])c(=O)n(-c2ccccc2)n1C,6,-1,3,-7,-3,3,-5.8,-1.3,-12
CCOc1ccc(OCC)c(S(=O)(=O)N2CCCCC2)c1,-18,7,1,11,-12,-1,-2.5,-0.6,0
Oc1cccc(NC(=S)Nc2cccnc2)c1,-10,5,12,-2,-6,-6,-0.7,1.1,7
CCCSc1nc2cc(OC)c(OC)cc2c(=N)n1CCCN1CCOCC1,0,2,0,4,-7,0,-0.2,4.3,-32
C=CCOc1c(Br)cc(CNc2ccc(NC(=O)C(C)C)c(OC)c2)cc1OCC,0,-6,4,-10,-15,2,-1.0,-1.7,10
COc1ccc(NC(=O)CC2C(=O)N(c3cccc(C)c3)C(=O)N2C2CCCCC2)cc1 (stereo unspecified),-3,0,9,-11,-12,2,-3.3,-2.9,-4
COc1ccc(-c2cn(-c3ccc(C)cc3C)c(=S)[nH]2)cc1OC,-38,16,3,-124,2,-7,-3.2,-3.6,-3
CS(=O)(=O)Nc1ccc(S(=O)(=O)NC2CCCCC2)cc1,-3,3,0,-12,-11,0,-1.9,-2.4,10
C=CCn1c(=O)c(C(=O)Nc2cccnc2)c(O)c2ccccc21,1,4,2,-10,1,7,-1.7,-2.5,8
COc1ccc(C2=NOC3(CC(=O)N(c4ccc(C)cc4)C3=O)C2)cc1 (stereo unspecified),10,1,-2,31,-5,7,2.5,-0.2,20
COc1cccc(C(=O)Nc2ccc3nc4n(c(=O)c3c2)CCCC4)c1,-20,5,2,31,-14,-1,-2.8,-2.1,1
CCN(CC)S(=O)(=O)c1ccc(C(=O)NCc2n[nH]c(=S)n2-c2ccc(Cl)c(Cl)c2)cc1,-4,2,12,1,-3,4,-2.9,-2.9,4
CCn1cc(/C=C/C(=O)c2ccc(O)cc2)c(C)n1,-15,4,4,60*,-17,0,-3.0,-2.2,1
Cc1ccc(S(=O)(=O)NCC(c2cccnc2)N2CCN(Cc3ccccc3)CC2)cc1 (stereo unspecified),1,-2,-9,27,-8,0,-4.5,-3.9,21
COc1cccc(C2Nc3ccc4ccccc4c3C3=C2C(=O)CC(C)(C)C3)c1OCC(=O)O (stereo unspecified),-3,0,0,30,-20,-2,11*,9.5*,7
CC1SC(C)C(=O)N(CC(=O)NCc2ccc(F)cc2)C1=O (stereo unspecified),-7,0,-10,-4,-4,4,-1.7,-0.5,34
Cn1cc(CN2CCC[C@H]2CO)c(-c2cccc(Cl)c2)n1,-2,2,1,45,-5,5,-2.9,-4.0,-12
CCCCN1c2ccccc2N(CCCO)c2cc(C)nnc21,-9,-1,5,-1,-6,3,-5.6,-5.8,-28
Cc1c(NC(C)c2cc(Cl)ccc2O)c(=O)n(-c2ccccc2)n1C (stereo unspecified),-11,7,2,9,-7,7,-3.4,-0.5,-4
CCOC(=O)c1c(C)[nH]c(C)c1S(=O)(=O)NCC(=O)Nc1ccccn1,-6,4,-1,22,-1,3,-3.7,-1.8,2
COC(=O)c1c(NS(=O)(=O)c2cccs2)sc2c1CCCC2,-32,18*,-2,35,-9,3,-2.0,-0.9,5
COc1cc2c(cc1OC)C(=O)Cc1ccc3c(c1CN(C)CC2)OCO3,-15,4,2,20,-15,7,-2.6,-2.7,-1
CCOc1ccc(CN2CCNC(=O)C2CC(=O)NCCc2cnccn2)cc1 (stereo unspecified),-9,3,-12,24,-9,1,-4.0,-1.5,7
CCOC(=O)/C(=C\Nc1ccc(OC(F)(F)F)cc1)Sc1ncc(C(F)(F)F)cc1Cl,1,-5,-3,1,-5,3,1.0,-1.3,8
N#Cc1ccc(NC(=O)C2CC(c3ccc(F)cc3)=NO2)cc1 (stereo unspecified),-8,3,5,15,15,-2,1.7,1.0,4
O=C(NC1CCN(C(=O)N2CCOCC2)CC1)c1ccccc1,-23,0,-2,16,-5,3,-2.4,1.4,10
COc1ccccc1N1CCSC1C(N)=O (stereo unspecified),-4,2,7,50,-10,0,-1.4,-2.0,10
Cc1onc(-c2c(Cl)cccc2Cl)c1C(=O)c1c[nH]c(C(=O)NCC2CCCO2)c1 (stereo unspecified),-6,6,2,36,-7,2,-3.0,-0.8,-11
COc1ccc(NC(=O)NC2(C(=O)N3CCCCCC3)CCCCC2)cc1,-5,2,0,22,-11,6,-2.8,-0.5,-4
CC(C)c1ccccc1NC(=O)Nc1ccc2c(c1)OCO2,12,3,6,23,-4,0,1.6,-0.3,0
CC(C)C(=O)N1CCN(c2ccccc2N)CC1,-21,-8,-8,-4,-8,-2,-2.7,-1.7,-18
CCN1C(=O)C(CC(=O)Nc2cccc(C(C)=O)c2)S/C1=N\c1ccccn1 (stereo unspecified),15,3,7,-7,-5,4,-3.1,-2.9,22
O=C(NC1CCCC1)C(c1ccc(N2CCOCC2)cc1)N(Cc1ccccc1)C(=O)c1ccco1 (stereo unspecified),-4,2,6,-12,-9,2,-4.4,-1.6,-8
O=C(COc1ccccc1)Nc1ncn[nH]1,-3,-2,12,-15,-7,-3,-2.0,-3.0,x
COc1ccc(CNC(=O)COC(=O)/C=C/c2ccc(Cl)cc2)cc1,-2,-1,1,19,-14,2,-2.9,-3.2,13
Cc1ccc(C)c(NC(=O)CSc2nncn2C)c1,5,-1,2,-34,-19,5,-3.1,-4.4,-2
O=C(Nc1ccc2ccccc2c1)c1ccc(Cl)cc1Cl,3,0,-6,42,10,-3,-0.8,-0.3,12
CCCCCOCC1CC(C/C(C)=N/NC(N)=O)(C(=O)OCC)C(=O)O1 (stereo unspecified),-14,4,0,16,13,1,-1.3,-1.5,8
O=[N+]([O-])c1ccc(-c2ccc(S(=O)(=O)N3CCOCC3)cc2)cc1,-12,-4,-11,x,-3,1,-4.3,-1.9,-8
Cc1cccc(-n2c(SCC(=O)NCc3ccco3)nc3ccccc3c2=O)c1,3,1,-1,19,-17,2,-3.5,-2.9,8
Cn1cccc1/C=N/NC(=O)Cc1cccc2ccccc12,5,-1,-2,-3,-9,-4,-2.9,-4.0,4
O=C(CN1C(=O)c2ccccc2S1(=O)=O)c1cccc(Br)c1,-13,-1,1,23,-7,6,-4.1,-2.6,3
O=C(CC1C(=O)NCCN1Cc1ccccc1C(F)(F)F)NCCn1cccn1 (stereo unspecified),-6,1,-3,-6,-7,0,-4.2,-1.5,4
O=C(CN1CCN(c2ccccc2O)CC1)Nc1cc([N+](=O)[O-])ccc1Cl,13,9,17,22,-10,5,-1.6,0.4,10
CCOC(=O)Cc1csc(-n2sc3ccccc3c2=O)n1,-9,17*,8,96*,3,-25,-2.7,-2.2,-13
Cc1[nH]c2ccccc2c1/C=N/Nc1ccc([N+](=O)[O-])cc1S(=O)(=O)Nc1ccc(Cl)cc1,-31,5,-11,-12,1,6,-6.6,-2.3,16
C/C(=N\NC(=O)c1nnn(-c2nonc2N)c1-c1ccc2c(c1)OCO2)c1ccc(C)cc1,3,2,14,-20,-9,0,-1.2,-1.9,10
COc1ccc(/C=C2\SC(=O)N(CC(=O)NC3C=CS(=O)(=O)C3)C2=O)cc1 (stereo unspecified),4,-5,5,40,-4,-3,-1.2,-0.5,30
Cc1[nH]c(C)c(S(=O)(=O)NCc2ccc(N(C)C)cc2)c1C(=O)N1CCCC1,4,-2,4,22,-9,0,-1.4,-0.5,10
CCN(CC(=O)Nc1ccc(OC)c(OC)c1)S(=O)(=O)c1ccc(C)cc1,-8,2,1,-7,-2,4,-0.4,-1.7,32
CN1N=C(C(F)(F)F)CC1=O,2,1,-6,53,-12,5,-0.5,0.3,9
Cc1ccc(S(=O)(=O)CCC(=O)Nc2nc(C(C)(C)C)cs2)cc1,-11,3,4,32,-9,8,-3.2,-1.3,6
CC1CN(Cc2nc3c(c(=O)n(C)c(=O)n3C)n2CC(O)CO)CC(C)O1 (stereo unspecified),6,5,5,3,0,4,-2.5,-3.1,-2
COc1ccc(CCNC(=O)CSc2nnc3ccc(-c4cccnc4)nn23)cc1,-7,2,-12,46,2,4,-3.3,-3.0,-8
c1csc(-c2ccnc3ncnn23)c1,1,-2,0,-1,1,0,-1.0,-0.7,18
CCOC(=O)/C(C#N)=C/c1c(N2CCN(c3ccccc3)CC2)nc2ccccn2c1=O,-12,3,22,20,-3,1,1.8,3.6,5
C=CCn1c(SCC(=O)N2CCCC2)nc2c([nH]c3ccccc32)c1=O,4,-1,2,48,-5,-2,-2.4,2.9,7
CCN(CC)S(=O)(=O)c1ccc2[nH]c(=O)cc(C(=O)Nc3ccc(C)cc3)c2c1,1,10,-3,42,6,0,-2.1,-1.8,2

# In the list so far, 2 contain a thiophene ring, fused or not:
SMILES,pCIP destab,IDE cell inh,PfM18AAP inh,PHOSPHO1 inh,GPR7 antag,IDE cell activ,IMP-1 inh,VIM-2 inh,NALP1 inh
COC(=O)c1c(NS(=O)(=O)c2cccs2)sc2c1CCCC2,-32,18*,-2,35,-9,3,-2.0,-0.9,5
c1csc(-c2ccnc3ncnn23)c1,1,-2,0,-1,1,0,-1.0,-0.7,18

# (further entries)
SMILES,pCIP destab,IDE cell inh,PfM18AAP inh,PHOSPHO1 inh,GPR7 antag,IDE cell activ,IMP-1 inh,VIM-2 inh,NALP1 inh
CC(C)c1ccc(NC(=O)C2CCN(c3ncnc4c3nc3n4CCCCC3)CC2)cc1,18,3,4,3,10,-5,-1.2,-1.2,10
O=C(Cc1ccc(Cl)cc1)NCC(=O)N1CCN(c2ccccc2)CC1,-9,3,1,43,-7,-5,-2.9,-0.7,16
CCOc1ccc(CNC(=O)CCc2cn(Cc3ccccc3)c3ccccc23)cc1,-1,6,4,1,-5,5,-0.8,-0.6,28
COc1ccccc1Nc1nc(N)nc(CCl)n1,12,1,5,16,6,4,-1.2,-2.4,-4
COc1cc(C(C)=O)ccc1COc1ccc(C(=O)OCC(=O)NC(C)(C)C)cc1OC,6,-3,2,0,-5,6,-1.5,-4.3,25
O=C(/C=C/c1ccc(-c2cccc([N+](=O)[O-])c2)o1)N1CCOCC1,8,-1,3,37,-7,x,-1.5,0.2,5
CCOC(=O)C1CCCN(S(=O)(=O)c2cc(OCC(N)=O)c(C)cc2Cl)C1 (stereo unspecified),-15,2,5,2,-9,-1,-2.1,-1.4,8
O=C1CCCCCN1CSc1nc2ccccc2s1,-2,3,8,21,-5,1,-2.4,0.5,9

# Limited to pCIP destab and IDE cell activ, for two of the compounds above:
Compound	pCIP destab	IDE cell activ
COc1ccccc1Nc1nc(N)nc(CCl)n1	12	4
COc1cc(C(C)=O)ccc1COc1ccc(C(=O)OCC(=O)NC(C)(C)C)cc1OC	6	6
